IDH1 R132H inh – inhibitors of IDH1 R132H reductase, primary screen, biochemical, plate reader, single point. Isocitrate dehydrogenase [NADP] cytoplasmic (Homo sapiens), O75874. diaphorase/resazurin fluorescence, 60 min. inhibition, % at 10 µM. hit rate 0.18% among 70,000. AID 624101, 2012; in the data active = inhibition above about 34%;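 also: 0% = DMSO and 100% = no enzyme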
PRC2 inh – EZH2/PRC2 methyltransferase inhibitors, primary screen, biochemical, DELFIA time-resolved fluorescence, single point; inhibition, % at 12.5 µM; Histone-lysine N-methyltransferase EZH2 (Homo sapiens), Q15910; PRC2 H3K27 methylation, DELFIA TRF, 1 h; AID 651548, 2012; hit rate 0.35% among 57,000;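 active = mean inhibition of replicates at least 50% and every single replicate also reaching 50%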;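 also: dimethyl H3K27 on biotinylated H3 21-44 peptide detected by antibody; plate controls were median neutral control wells for no effect and median positive control wells for full effect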
Target sequence (Q15910 whole entry, looked up): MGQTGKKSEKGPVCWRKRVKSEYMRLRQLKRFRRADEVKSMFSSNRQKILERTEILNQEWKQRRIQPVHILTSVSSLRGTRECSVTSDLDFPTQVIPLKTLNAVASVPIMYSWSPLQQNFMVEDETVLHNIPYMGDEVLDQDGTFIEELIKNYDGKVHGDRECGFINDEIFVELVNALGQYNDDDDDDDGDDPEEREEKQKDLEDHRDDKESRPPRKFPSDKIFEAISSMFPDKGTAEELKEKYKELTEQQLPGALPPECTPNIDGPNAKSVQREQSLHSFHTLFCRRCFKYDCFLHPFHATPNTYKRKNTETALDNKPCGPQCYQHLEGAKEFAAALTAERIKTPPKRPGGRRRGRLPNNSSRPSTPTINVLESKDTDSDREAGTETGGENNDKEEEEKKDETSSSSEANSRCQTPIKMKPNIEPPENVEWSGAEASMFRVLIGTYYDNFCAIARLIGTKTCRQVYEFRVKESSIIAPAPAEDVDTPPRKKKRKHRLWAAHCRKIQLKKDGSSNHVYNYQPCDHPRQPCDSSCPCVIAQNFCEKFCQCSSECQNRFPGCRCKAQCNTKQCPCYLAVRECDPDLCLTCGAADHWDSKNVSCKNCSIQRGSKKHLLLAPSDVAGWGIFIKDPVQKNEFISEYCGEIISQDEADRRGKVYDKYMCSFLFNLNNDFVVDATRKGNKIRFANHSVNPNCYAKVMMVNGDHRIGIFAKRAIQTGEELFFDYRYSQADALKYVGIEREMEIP
* marks the source's active call; other numbers are inactive results; / = no result given.

Structure	IDH1 R132H inh	PRC2 inh
COc1ccc(NC(=O)Nc2ccc3c(c2)C(=O)N([C@@H](C)CO)C[C@@H](C)[C@H](CN(C)Cc2ccc(C(F)(F)F)cc2)OCCCC[C@H](C)O3)cc1	1.2	/
CCO[C@H]1OC(C(=O)NCc2ccccc2)=C[C@@H](c2ccccc2)[C@@H]1CCCO	/	-1
C[C@@H]1CN([C@H](C)CO)C(=O)c2cc(-c3cccc(F)c3)cnc2O[C@@H]1CN(C)C(=O)C1CCOCC1	0.3	/
O=C1N(CCS(=O)(=O)c2ccccc2)Cc2ccccc2C[C@@]12N=C(c1ccc(OCCCO)cc1)O[C@H]2c1ccccc1	-0.7	6
C[C@@H]1CN([C@@H](C)CO)C(=O)c2cc(NC(=O)NC3CCCCC3)ccc2O[C@@H]1CN(C)Cc1ccc(C(=O)O)cc1	1.1	/
Cc1ccc(S(=O)(=O)N(C)CC(=O)Nc2ccc(Nc3ccccc3)cc2)cc1	-0.9	17
c1ccc2[nH]c(-c3cscn3)nc2c1	-1.0	/
C[C@@H]1CN([C@@H](C)CO)C(=O)CCCn2nncc2CO[C@H]1CN(C)C(=O)Cc1ccccc1	1.0	2
COc1ccc([N+](=O)[O-])cc1NC(=O)CN(c1ccccc1Br)S(C)(=O)=O	0.5	-11
C[C@@H]1O[C@@H](O[C@@H]2[C@@H](O)[C@H](OCCc3ccc(O)c(O)c3)O[C@H](CO[C@@H]3OC[C@](O)(CO)[C@H]3O)[C@H]2OC(=O)/C=C/c2ccc(O)c(O)c2)[C@H](O[C@@H]2OC[C@H](O)[C@H](O)[C@H]2O)[C@H](O)[C@H]1O	0.7	68*
COc1ccc(NC(=O)Nc2ccc3c(c2)CC(=O)N([C@H](C)CO)C[C@H](C)[C@H](CN(C)CC2CCCCC2)O3)cc1	/	12
C[C@@H]1CN([C@H](C)CO)C(=O)c2cccc(NC(=O)c3ccncc3)c2O[C@@H]1CN(C)C(=O)NC1CCCCC1	0.4	11
CCCc1nn(C)c2c(=O)[nH]c(-c3cc(S(=O)(=O)N4CCN(C)CC4)ccc3OCC)nc12	-0.2	10
COc1ccc(S(=O)(=O)N(C)C[C@H]2Oc3ccc(NC(=O)Cn4cnnn4)cc3C(=O)N([C@H](C)CO)C[C@@H]2C)cc1	-4.6	/
CCCC(=O)Nc1ccc2c(c1)C(=O)N(C)C[C@H](OC)[C@H](C)CN[C@H](C)CO2	0.3	-9
Cc1ccc(C(C)C)c(OCC(=O)Nc2cc(-c3nc4ccccc4o3)ccc2C)c1	0.1	0

Fetched by compound from above, 3 records:
Structure	IDH1 R132H inh	PRC2 inh
COc1ccc(NC(=O)Nc2ccc3c(c2)CC(=O)N([C@H](C)CO)C[C@H](C)[C@H](CN(C)CC2CCCCC2)O3)cc1	/	12
Cc1ccc(C(C)C)c(OCC(=O)Nc2cc(-c3nc4ccccc4o3)ccc2C)c1	0.1	0
C[C@@H]1O[C@@H](O[C@@H]2[C@@H](O)[C@H](OCCc3ccc(O)c(O)c3)O[C@H](CO[C@@H]3OC[C@](O)(CO)[C@H]3O)[C@H]2OC(=O)/C=C/c2ccc(O)c(O)c2)[C@H](O[C@@H]2OC[C@H](O)[C@H](O)[C@H]2O)[C@H](O)[C@H]1O	0.7	68*

More results follow:
Structure	IDH1 R132H inh	PRC2 inh
CNC[C@@H]1Oc2ccc(NC(=O)CCN3CCOCC3)cc2CC(=O)N([C@H](C)CO)C[C@H]1C	1.9	6
COc1ccc(S(=O)(=O)Nc2ccc3c(c2)CC(=O)N([C@H](C)CO)C[C@H](C)[C@@H](CN(C)Cc2ccc4c(c2)OCO4)O3)cc1	2.1	/
CN(C)CC(=O)N[C@@H]1C=C[C@@H](CC(=O)NCCN2CCCCC2)O[C@H]1CO	-0.2	13
C[C@H](CO)N1C[C@H](C)[C@@H](CN(C)Cc2ccccc2)Oc2ccc(NC(=O)Nc3ccc(C(F)(F)F)cc3)cc2CC1=O	-0.1	-52
C[C@H](CO)N1C[C@H](C)[C@@H](CN(C)S(=O)(=O)c2ccccc2)Oc2ccc(NC(=O)CCCN(C)C)cc2C1=O	1.1	-6
COc1ccc(-n2nc3cc(C)c(NC(=O)COc4ccccc4)cc3n2)cc1	-0.3	-28
C[C@@H]1CCCCO[C@H](CN(C)Cc2ccc3c(c2)OCO3)[C@@H](C)CN([C@H](C)CO)C(=O)c2cc(NC(=O)CCC(F)(F)F)ccc2O1	0.9	/
CC(C)CC#Cc1cnc2c(c1)C(=O)N([C@@H](C)CO)C[C@@H](C)[C@H](CN(C)C(=O)Cc1ccccc1)O2	-4.5	-2
C[C@@H]1CN([C@@H](C)CO)C(=O)CCCn2cc(nn2)CO[C@@H]1CN(C)C(=O)OCc1ccccc1	-0.6	2
C[C@@H]1CN([C@H](C)CO)C(=O)c2c(c3ccccc3n2C)-c2ccccc2CO[C@H]1CN(C)C(=O)c1ccccc1	-0.6	-4
CCC(=O)Nc1ccc2c(c1)OC[C@H](C)N(C(=O)c1ccncc1)C[C@H](C)[C@H](OC)CN(C)C2=O	0.0	1
C[C@@H]1CN([C@@H](C)CO)C(=O)c2cc(C#CCN(C)C)cnc2O[C@@H]1CN(C)C(=O)c1cnccn1	-0.5	1
COCCNC(=O)C[C@@H]1C[C@@H]2c3cc(NC(=O)NC4CCCC4)ccc3O[C@@H]2[C@H](CO)O1	-0.5	-9
Cc1cc(OCC(=O)NCc2ccco2)cc(C)c1Br	0.1	1
Cc1ccc(S(=O)(=O)N[C@H]2CC[C@@H](CCNC(=O)Cc3ccccn3)O[C@@H]2CO)cc1	-0.1	4
C[C@H]1CN([C@@H](C)CO)C(=O)c2cccc(NC(=O)c3cnccn3)c2O[C@@H]1CN(C)S(C)(=O)=O	1.3	/
CC(C)(Oc1ccc(C2CC2(Cl)Cl)cc1)C(=O)O (stereo not given)	0.1	/
C[C@@H]1CN([C@H](C)CO)C(=O)c2cc(-c3ccncc3)cnc2O[C@H]1CN(C)Cc1ccc(F)cc1	-0.3	0
C[C@@H]1O[C@@H](O[C@H]2[C@@H]3C=CO[C@@H](O[C@@H]4O[C@H](CO)[C@@H](O)[C@H](O)[C@H]4O)[C@@H]3[C@@]3(CO)O[C@@H]23)[C@H](O)[C@H](OC(=O)/C=C/c2ccc(O)cc2)[C@H]1O	0.9	/
CN(C)CC(=O)N[C@H]1CC[C@@H](CC(=O)NCCN2CCCCC2)O[C@@H]1CO	-0.4	-11
COc1ccc(S(=O)(=O)N(C)C[C@H]2Oc3ccc(NC(=O)Nc4ccccc4)cc3C(=O)N([C@H](C)CO)C[C@H]2C)cc1	0.3	/
COC(=O)Nc1nnc(CC(=O)Nc2ccccc2C)s1	2.1	/
CCCNC(=O)N1C[C@@H](C)[C@H](OC)CN(C)C(=O)c2ccc(NS(=O)(=O)CC(F)(F)F)cc2OC[C@H]1C	0.1	8
O=C(CN1CCCCC1)Nc1sc2c(c1C(=O)Nc1ccc(Br)cc1)CCC2	-0.1	-16
O=C(Nc1sc2c(c1C(=O)NCc1ccco1)CCCC2)c1ccc([N+](=O)[O-])cc1	0.1	-8
CO[C@H]1CN(C)C(=O)c2ccc(NC(=O)C3CC3)cc2OC[C@@H](C)N(CC2CCOCC2)C[C@@H]1C	0.3	0
COc1ccc(S(=O)(=O)N(C)C[C@H]2Oc3ncc(C#CC4(O)CCCC4)cc3C(=O)N([C@H](C)CO)C[C@@H]2C)cc1	-0.3	5
COc1ccc(NC(=O)Nc2ccc3c(c2)C(=O)N([C@H](C)CO)C[C@@H](C)[C@@H](CN(C)S(=O)(=O)c2ccccc2)O3)cc1	0.0	/
C[C@@H]1CCCCO[C@H](CN(C)Cc2ccncc2)[C@H](C)CN([C@H](C)CO)C(=O)c2cc(NC(=O)C3CCCCC3)ccc2O1	/	3
COc1ccc(NC(=O)N[C@@H]2CC[C@@H](CC(=O)NC3CCCCC3)O[C@H]2CO)cc1	-0.4	2
CO[C@H](CN(C)Cc1cc(F)ccc1F)[C@H](C)CN(C(=O)Nc1ccc(C(F)(F)F)cc1)[C@@H](C)CO	-0.7	13
Cc1sc2ncnc(SCC(=O)c3cc(Cl)sc3Cl)c2c1C	0.2	7
Cc1ccccc1S(=O)(=O)N(C)C[C@@H]1OCc2cnnn2CCCC(=O)N([C@H](C)CO)C[C@H]1C	2.2	4
COc1ccccc1C#Cc1cnc2c(c1)C(=O)N([C@@H](C)CO)C[C@H](C)[C@H](CN(C)C(=O)CC1CC1)O2	-0.1	-17
C[C@@H]1CN([C@@H](C)CO)C(=O)c2cccc(NC(=O)C3CCCCC3)c2O[C@H]1CN(C)C(=O)Nc1ccc2c(c1)OCO2	3.4	-1
CC(C)NC(=O)N(C)C[C@H]1Oc2cc(C#Cc3ccc(F)cc3)ccc2S(=O)(=O)N([C@@H](C)CO)C[C@H]1C	-0.4	-18
COc1ccc(NC(=O)N(C)C[C@H]2Oc3ccc(NC(=O)Nc4ccccc4)cc3C(=O)N([C@H](C)CO)C[C@H]2C)cc1	0.2	-5
C[C@@H]1CN([C@@H](C)CO)C(=O)c2c(c3ccccc3n2C)-c2ccccc2CO[C@H]1CN(C)S(=O)(=O)c1cn(C)cn1	/	3
Cc1ccc(S(=O)(=O)Nc2cccc3c2O[C@H](CN(C)CC2CC2)[C@@H](C)CN([C@@H](C)CO)C3=O)cc1	/	3
C[C@@H]1CN([C@H](C)CO)C(=O)c2cc(NS(=O)(=O)c3ccc(F)cc3)ccc2O[C@@H]1CN(C)CC1CC1	-0.1	/

Full records, looked up by structure. Values in the order: IDH1 R132H inh, PRC2 inh
CC(C)NC(=O)N(C)C[C@H]1Oc2cc(C#Cc3ccc(F)cc3)ccc2S(=O)(=O)N([C@@H](C)CO)C[C@H]1C as listed: -0.4, -18
C[C@@H]1CN([C@H](C)CO)C(=O)c2cc(NS(=O)(=O)c3ccc(F)cc3)ccc2O[C@@H]1CN(C)CC1CC1 as listed: -0.1, /
Cc1ccc(S(=O)(=O)Nc2cccc3c2O[C@H](CN(C)CC2CC2)[C@@H](C)CN([C@@H](C)CO)C3=O)cc1 as listed: /, 3

Other results follow.
Structure	IDH1 R132H inh	PRC2 inh
C[C@H]1CN([C@@H](C)CO)C(=O)c2cc(C#CC3CCCCC3)cnc2O[C@@H]1CN(C)Cc1cncnc1	-2.8	-5
C[C@H]1CN([C@@H](C)CO)C(=O)c2cccc(NS(=O)(=O)c3ccc(F)cc3)c2O[C@H]1CN(C)Cc1ccccc1	0.1	3
CCCC#Cc1cnc2c(c1)C(=O)N([C@@H](C)CO)C[C@@H](C)[C@H](CN(C)C(=O)c1cccc(F)c1)O2	-1.9	-5
N#CCc1ccc(NC(=O)COc2ccc([N+](=O)[O-])cc2)cc1	0.4	-2
CCC1(CC)Cc2ccccc2C(CC(=O)N2CCOCC2)=N1	-0.1	12
C[C@@H]1CN([C@@H](C)CO)S(=O)(=O)c2ccc(C#CC3(O)CCCC3)cc2O[C@H]1CN(C)C(=O)c1ccncc1	1.0	/
CCCNC(=O)Nc1ccc2c(c1)C(=O)N(C)C[C@H](OC)[C@H](C)CN(CCC(F)(F)F)[C@@H](C)CO2	-0.5	16
COc1cccc(-c2cnc3c(c2)C(=O)N([C@H](C)CO)C[C@H](C)[C@H](CN(C)Cc2cccc(C(F)(F)F)c2)O3)c1	4.1	1
C[C@@H]1CN([C@H](C)CO)C(=O)c2cccc(N(C)C)c2O[C@@H]1CN(C)Cc1ccc(Oc2ccccc2)cc1	-0.3	-3
CO[C@@H]1CN(C)C(=O)c2ccc(NC(=O)c3ccc(F)cc3)cc2OC[C@H](C)NC[C@@H]1C	-0.1	-5
O=C(NCCSc1c(-c2ccc(Br)cc2)[nH]c2ccccc12)c1ccncc1	4.6	-2
COc1cccc(NC(=O)N(C)C[C@H]2OCc3ccccc3-c3ccccc3C(=O)N([C@H](C)CO)C[C@H]2C)c1	-0.3	0
Cc1ccc(S(=O)(=O)N(C)C[C@H]2Oc3c(NC(=O)c4ccncc4)cccc3C(=O)N([C@@H](C)CO)C[C@@H]2C)cc1	2.4	-1
COC(=O)CCCCCCC(=O)N/N=C/c1ccc2c(c1)CCO2	/	-44
CN(C)CCCNc1ncnc(N)c1[N+](=O)[O-]	0.3	3
Cc1ccc(C)c(OC(=O)CS(=O)c2ccccc2[N+](=O)[O-])c1 (stereo not given)	1.4	/
C[C@@H]1CN([C@@H](C)CO)C(=O)c2cc(NC(=O)Cc3ccccc3)ccc2O[C@H]1CN(C)C(=O)NC1CCCCC1	0.1	-17
CCCN1C[C@H](C)[C@H](OC)CN(C)C(=O)c2cc(NC(=O)COC)ccc2OC[C@@H]1C	/	-19
C[C@H](CO)N1C[C@H](C)[C@H](CN(C)C(=O)c2cccnc2)Oc2cc(-c3cccc(C#N)c3)ccc2S1(=O)=O	-1.9	11
Cc1ccc(NC(=O)CCCC(=O)Nc2ccc(C)c(C)c2)cc1C	0.0	-3
CO[C@@H]1CN(C)C(=O)c2ccc(NS(=O)(=O)c3cn(C)cn3)cc2OC[C@H](C)N(C)C[C@@H]1C	0.2	-6
CCCNC(=O)[C@@]1(C)c2ccccc2C(=O)N(Cc2ccc(OC(F)(F)F)cc2)[C@H]1c1ccc(CO)cc1	/	1
COc1ccc(NC(=O)C(C)NS(=O)(=O)c2ccc(F)cc2)cc1Cl (stereo not given)	-0.4	-2
COc1ccccc1NC(=O)N(C)C[C@H]1OCc2cnnn2CCCC(=O)N([C@H](C)CO)C[C@H]1C	0.3	/
Cc1ccccc1-c1cnc2c(c1)C(=O)N([C@@H](C)CO)C[C@H](C)[C@@H](CN(C)Cc1cncnc1)O2	0.2	0

Screens from PubChem.

An excerpt; rates above refer to the full screens.
